Screening results (PubChem)
KDM5B inh: KDM5B demethylase inhibition | Q9UGL1 | KDM5B demethylase, FDH-coupled NADH fluorescence (FDH is formaldehyde dehydrogenase) | Potency, µM (doses to about 57.7 µM), inactives show top-dose activity change, negative = inhibition, hits mostly inhibitors | 220,000 tested, 2.6% active | AID 1347165; active = well fitted inhibition curve with a large enough effect; inconclusive = small, poorly fitted or top-dose-only effect; inactive = no such curve, though single readings can be large or run the other way; note: 0% is about no effect; nearly all actives have a fitted effect of over 70% in size
Target sequence (Q9UGL1 whole entry, looked up): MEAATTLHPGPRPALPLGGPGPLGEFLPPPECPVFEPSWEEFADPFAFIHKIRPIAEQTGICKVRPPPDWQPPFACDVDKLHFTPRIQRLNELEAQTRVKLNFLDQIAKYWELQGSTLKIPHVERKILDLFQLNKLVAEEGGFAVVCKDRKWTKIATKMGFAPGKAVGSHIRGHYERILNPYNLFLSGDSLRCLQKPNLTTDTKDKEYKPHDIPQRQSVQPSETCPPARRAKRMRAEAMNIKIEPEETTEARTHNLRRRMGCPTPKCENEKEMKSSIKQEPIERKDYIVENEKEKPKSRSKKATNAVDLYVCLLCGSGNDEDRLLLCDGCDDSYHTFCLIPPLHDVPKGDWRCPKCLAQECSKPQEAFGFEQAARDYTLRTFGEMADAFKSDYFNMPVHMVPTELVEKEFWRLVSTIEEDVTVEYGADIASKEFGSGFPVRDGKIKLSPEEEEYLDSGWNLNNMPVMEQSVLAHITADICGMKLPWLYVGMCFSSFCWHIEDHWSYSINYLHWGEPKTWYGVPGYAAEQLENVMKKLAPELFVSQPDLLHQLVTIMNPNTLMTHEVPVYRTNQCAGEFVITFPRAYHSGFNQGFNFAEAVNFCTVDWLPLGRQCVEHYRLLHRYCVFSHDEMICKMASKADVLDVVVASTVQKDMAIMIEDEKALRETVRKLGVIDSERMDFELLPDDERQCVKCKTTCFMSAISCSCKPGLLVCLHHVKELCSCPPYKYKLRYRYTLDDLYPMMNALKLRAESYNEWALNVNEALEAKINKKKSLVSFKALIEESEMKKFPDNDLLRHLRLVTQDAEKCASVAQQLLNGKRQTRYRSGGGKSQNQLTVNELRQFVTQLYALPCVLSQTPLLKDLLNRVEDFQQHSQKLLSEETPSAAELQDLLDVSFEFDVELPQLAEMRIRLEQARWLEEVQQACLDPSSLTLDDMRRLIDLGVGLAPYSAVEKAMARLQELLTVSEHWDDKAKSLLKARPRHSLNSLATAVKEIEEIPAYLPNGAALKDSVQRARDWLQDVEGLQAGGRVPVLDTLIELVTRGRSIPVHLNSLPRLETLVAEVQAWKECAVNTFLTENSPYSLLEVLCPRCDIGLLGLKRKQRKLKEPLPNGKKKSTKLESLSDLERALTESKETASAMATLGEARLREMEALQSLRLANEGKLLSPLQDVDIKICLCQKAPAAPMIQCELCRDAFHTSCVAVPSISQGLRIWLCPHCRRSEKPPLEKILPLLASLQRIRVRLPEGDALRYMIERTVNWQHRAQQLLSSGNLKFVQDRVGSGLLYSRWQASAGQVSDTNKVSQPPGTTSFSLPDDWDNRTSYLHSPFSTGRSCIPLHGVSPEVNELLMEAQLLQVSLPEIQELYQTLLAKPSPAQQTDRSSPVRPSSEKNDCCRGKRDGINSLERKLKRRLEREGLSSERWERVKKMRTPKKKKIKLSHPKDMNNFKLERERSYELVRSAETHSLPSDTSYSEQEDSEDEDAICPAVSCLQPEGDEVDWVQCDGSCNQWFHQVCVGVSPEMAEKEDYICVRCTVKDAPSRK
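Measured: NADH fluorescence change, 30 min, RT. System: KDM5BΔAP 200 nM final, H3K4me3 peptide, α-KG, Fe(II), ascorbate, NAD⁺ plus FDH, pH 7.5 HEPES. Compounds: titrated, 10 min pre-incubation with enzyme.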
An asterisk follows results filed as active; i = inactive; ? = inconclusive; & = joins results of further samples; [ ] = another dose, or the depositor's remark. Potency is the fitted concentration of half-maximal effect. This is a subset (hit frequency here may not be typical).

SMILES	KDM5B inh
COCC1CN(C(=O)NCCc2ccccc2)CC12CCNCC2 (configuration not stated)	-27.0%
COc1ccc(C(=O)Nc2ccc(C(=O)OCc3cc(=O)n4nc(C(C)C)sc4n3)cc2)cc1	1.5%
Cn1cnnc1SCC(=O)Nc1ccc(C#N)cc1	-3.1%
CCc1nc(-c2c3n(c(=O)n(CC(=O)Nc4cccc(Cl)c4)c2=O)CCCCC3)no1	11.5%
COc1cc2oc(=O)c(CC(=O)NCc3ccc(F)cc3)c(C)c2cc1OC	i
CCC(C)NC(=O)CSc1ncc(-c2cccc(Br)c2)o1 (configuration not stated)	8.3%
Cc1cccc(/C=N/NC(=O)C2CC2)c1	6.1%
CCCCNC(=O)C1CCN(Cc2nc(-c3ccc(OC)c(OC)c3)oc2C)CC1	?
Cc1n[nH]c(=O)c2c(NC(=O)CSc3nnc(C)n3Cc3ccccc3)oc(C)c12	-3.2%
Clc1ccc2c(c1)NC(c1ccncc1)=NC(c1cccs1)=N2	-18.3%
CCOc1ccc(CN2CCOc3ccc(C(=O)NCc4ccccc4F)cc3C2)cc1	3.2%
O=C(CSc1ncnc2nc[nH]c12)NCCc1ccc(Cl)cc1Cl	16.5%
C/C(=N/OC(=O)c1ccc(-c2ccccc2)cc1)c1cccs1	-18.8%
CC(C)N(C)C(=O)c1ccc(OC2CCN(CCc3ccccc3)CC2)cc1	-7.2%
Cc1ccccc1Cn1cc(S(=O)(=O)c2ccc(C(C)C)cc2)c(=O)c2cc3c(cc21)OCO3	-8.3%
CCCOc1ccc(OCCn2cnc3c2c(=O)n(C)c(=O)n3C)cc1	9.3%
Cc1ccccc1[C@H]1[C@@H](C(=O)NCCC(=O)O)C[C@@](C)(C(=O)O)N1C	-32.8%
Cn1ccnc1CNC[C@H]1Cn2cc(-c3ccccc3)nc2CO1	5.7%[86.2 µM]
Cc1cc(NC(=O)CSc2ncnc3ccccc23)ccc1Br	14.1%
COc1ccc(CNC(=O)N(C)C2CCc3nnc(C)n3CC2)cc1 (configuration not stated)	-10.6%
CC(C)CNC(=O)C1CCc2sc(C(=O)N3CCCCCC3)cc2C1 (configuration not stated)	19.2%
COc1ccc(C)cc1NC(=O)Nc1cccc(-c2ccc(N3CCCCC3)nn2)c1	-17.6%
Cc1ccc(-n2c3c(c(=O)[nH]c2=O)CN(Cc2ccccn2)CN3)cc1C	15.1%
O=C(Cc1cccc(C(F)(F)F)c1)N[C@H]1CCOC[C@H]1C1CCOCC1	9.4%
CCCOc1ccc(/C=C(/C#N)c2nc3ccccc3[nH]2)cc1OC	10.7%&-24.9%
Fc1ccc2nc([C@H]3CCN(Cc4cccs4)C3)[nH]c2c1	15.6%[86.2 µM]
CCc1ccc(N2CC(c3noc(-c4ccccc4F)n3)CC2=O)cc1 (configuration not stated)	2.1%
O=C(NCC1CC1)c1cccc(OC2CN(Cc3ccc(F)cc3Cl)C2)c1	-19.8%
Cc1nc2c(NC3CCN(C(=O)c4cccn4C)CC3)cccn2n1	31.6µM*
CN1[C@@H](CCC(=O)NCc2cccs2)CNC(=O)[C@@H]2[C@H]1CCN2Cc1ccc(C(F)(F)F)cc1	-26.9%
CS(=O)(=O)c1cnc(NCc2cn3ccsc3n2)nc1C1CCCNC1 (configuration not stated)	15.8%
CCCC(=O)NNC(=S)NC(C)c1ccccc1 (configuration not stated)	-3.2%
O=C(COc1ccc(-c2nnc3n2CCCC3)cc1)Nc1ccccc1	-7.8%
CC(=O)N/N=C/c1cc(Cl)ccc1OCCCOc1cc(C)ccc1C(C)C	-1.8%
COc1ccc(N2CCCS2(=O)=O)cc1NS(=O)(=O)c1ccc(F)c(C)c1	8.5%
N[C@@H]1CC[C@H](C(=O)Nc2ccc(CC(=O)N3CCCC3)cc2)C1	14.2%
O=C(O)C(c1c[nH]c2cc(CO)ccc12)N1CCN(CCOc2ccc(Cl)cc2)CC1 (configuration not stated)	-5.4%
CCOc1ccc(-n2nc(CO)c(C(=O)NCc3cccc(OC)c3)n2)cc1	?
Cc1ccc(NC(=O)CSc2nc(-c3ccccc3Cl)nc3cc(=O)[nH]n23)c(C)c1	-43.5%
CCOc1ccccc1Nc1sc(C(=O)c2ccccc2)c(N)c1C(=O)Nc1ccc(F)cc1	-8.8%

Shown as a hit in KDM5B inh, among the entries above:
SMILES	KDM5B inh
Cc1nc2c(NC3CCN(C(=O)c4cccn4C)CC3)cccn2n1	31.6µM*

Continued.
SMILES	KDM5B inh
Cc1ccc(S(=O)(=O)N2CCCC2)s1	-5.4%
O=C(Nc1ccc2n(c1=O)C[C@H]1C[C@@H]2CN(C(=O)Nc2ccc(F)cc2)C1)c1ccccc1	-28.9%
O=C(CCc1cccnc1)NCc1ccc(C(F)(F)F)cc1	27.2%
COc1ccc(C)cc1NC(=O)C1CCN(c2cnc3nc(C)c(C)nc3c2)CC1	-11.3%
Cc1noc(C)c1-c1cc2cc(C(C)C)oc2c(-c2ccc(CO)cc2)n1	28.2µM*
Clc1ccc(-c2csc(-c3cccnc3)n2)cc1	-11.1%
COC[C@H]1CCCN1Cc1nc(C2(O)CCN(Cc3ccc(OC)cc3)CC2)cs1	15.1%[86.2 µM]
Cc1c(Cl)cccc1NC(=O)CN(CCc1ccccc1)S(=O)(=O)c1ccccc1	-2.9%
CCCN1C=NS(=O)(=O)c2cc(C(=O)NC(C)CC)ccc21 (configuration not stated)	-4.0%
COc1ccc(C2=NN(C(C)=O)C(c3ccc4nccnc4c3)C2)cc1OC (configuration not stated)	0.0%
CC(=O)c1c(C)nn(CC(=O)N2CCOC(C(=O)O)C2)c1C (configuration not stated)	3.4%
N#Cc1ccc(C(=O)Nc2ccc([C@H]3OCC(=O)N(Cc4ccc(F)cc4)[C@@H]3CO)cc2)cc1	-17.4%
O=C(c1cnc2ccc3ccccc3c2c1)c1cc(F)ccc1O	-6.9%
Cn1c(=O)c2c(nc(SCC(=O)NC(C)(C)C)n2Cc2ccccc2F)n(C)c1=O	20.5%
COc1ccc(-c2nc(CSCC(=O)NC3CCCC3)c(C)o2)cc1OC	?
CC(C)Cc1nn2c(=O)cc(COC(=O)CNC(=O)c3ccc(C(C)(C)C)cc3)nc2s1	-20.5%
O=c1[nH]c(=O)n(CC2CCCO2)c2nccc(-c3ccccc3)c12 (configuration not stated)	?
O=C(NCc1ccccc1)c1ccccc1OC1CN(Cc2ccc(F)c(F)c2)C1	8.7%
CCCn1c2ccccc2c2cnn(CC(=O)Nc3ccc(C)cc3Br)c(=O)c21	-3.6%
O=C(Nc1ccc2oc(C3CC3)nc2c1)c1ccc(=O)[nH]n1	4.1%

In the list so far, these have a tert-butyl group:
SMILES	KDM5B inh
Cn1c(=O)c2c(nc(SCC(=O)NC(C)(C)C)n2Cc2ccccc2F)n(C)c1=O	20.5%
CC(C)Cc1nn2c(=O)cc(COC(=O)CNC(=O)c3ccc(C(C)(C)C)cc3)nc2s1	-20.5%

Going on with the list.
SMILES	KDM5B inh
CCOC(=O)c1ccc(NC(=O)c2csnn2)cc1	-5.3%
Cc1noc(C)c1S(=O)(=O)N[C@@H]1CN(Cc2ccccc2)C[C@H]1CN(C)C	11.2%
Cc1cc2nnc(SCc3ccc(F)cc3)n2c2ccccc12	?
CC(=O)c1c(N2CCOCC2)nc2ccc(Br)cc2c1-c1ccccc1	-13.8%
COc1ccc(NC(=O)NCc2c(C)nn(C)c2C)c(OC)c1	5.9%
CCN(CC)c1nn2c(=O)c(C(=O)NCc3cccc(OC)c3OC)cnc2s1	?
CCOCCc1nn2c(=O)cc(COC(=O)COc3ccc(C)c(C)c3)nc2s1	-0.5%
Cn1c(=O)c(C(=O)NNC(=O)c2ccccc2F)c(O)c2ccccc21	?
COCCNC(=O)[C@@H]1C[C@H](Oc2ccccc2)CN1C(=O)c1ccc2ncccc2c1	2.5%
CCC(C)(C)C1CCC2(CC1)NC(=O)N(CC(=O)N1CCN(C(=O)c3ccco3)CC1)C2=O (configuration not stated)	15.4%

Next part, overlapping the part above by 6 compounds.
SMILES	KDM5B inh
COc1ccc(NC(=O)NCc2c(C)nn(C)c2C)c(OC)c1	5.9%
CCN(CC)c1nn2c(=O)c(C(=O)NCc3cccc(OC)c3OC)cnc2s1	?
CCOCCc1nn2c(=O)cc(COC(=O)COc3ccc(C)c(C)c3)nc2s1	-0.5%
Cn1c(=O)c(C(=O)NNC(=O)c2ccccc2F)c(O)c2ccccc21	?
COCCNC(=O)[C@@H]1C[C@H](Oc2ccccc2)CN1C(=O)c1ccc2ncccc2c1	2.5%
CCC(C)(C)C1CCC2(CC1)NC(=O)N(CC(=O)N1CCN(C(=O)c3ccco3)CC1)C2=O (configuration not stated)	15.4%
COc1ccc(C)c2sc(N(Cc3cccnc3)C(=O)COc3ccccc3)nc12	19.2%
Cc1ccc(Cl)cc1NC(=O)C1CCCN(S(=O)(=O)c2cccc3cccnc23)C1 (configuration not stated)	-8.1%
Cc1cc(NC2CCCCC2)n2nc(C)c(-c3ccccc3)c2n1	-13.8%
CCOc1ccccc1Oc1c(C)oc2cc(OC(=O)C(C)(C)C)ccc2c1=O	-20.8%
CCc1ccc(NC(=O)C2CCCN(S(=O)(=O)c3cccc4nonc34)C2)cc1 (configuration not stated)	11.4%
O=C(NCCN1CCOCC1)c1ccc(N2CC3CC(C2)[C@H]2CCCC(=O)N2C3)nc1 (some centres not stated)	?
Cc1cccnc1CN(C(=O)c1cc(COc2ccccc2)[nH]n1)C(C)C	-21.8%
O=C(NC1CC1)c1ccc2nnc(-c3cccc(OC(F)(F)F)c3)n2c1	?
Cc1ccc(NC(=O)CSCc2cc(=O)n3oc(C)cc3n2)c(C)c1	4.9%
CS(=O)(=O)CCN1CCN(C(=O)c2cccc(-c3ncc[nH]3)c2)CC1	?
CC(C)c1ccc(NC(=O)CSC(C)c2nc3ccccc3c(=O)[nH]2)cc1 (configuration not stated)	-4.0%
COc1ccccc1-n1c(=O)c2c(n3cnnc13)-c1ccccc1CC21CCCCC1	5.8%
COc1cccc(CN2C(=O)OC3(CCN(Cc4c[nH]c5ccccc45)CC3)C2(C)c2cccnc2)c1 (configuration not stated)	8.0%
Cn1cnc(C(=O)N2CCC3(CC2)CN(Cc2ccccc2)CC3CO)c1 (configuration not stated)	?
Cc1nc(-c2ccccn2)sc1C(=O)Nc1ccc2c(c1)OCCCO2	1.4%
O=S(=O)(C1CC1)N1CCC(n2cnnc2-c2ccccc2)CC1	-11.2%
CCC1CCCCN1C(=O)CNCC1CCCO1 (configuration not stated)	?
COc1ccc(CN2CCNC(=O)C2CC(=O)N(C)Cc2cc(C)no2)cc1OC (configuration not stated)	-19.1%
NCC(=O)N1CCCC2(Cc3ccccc3CN2C(=O)Cc2cccc(Cl)c2)C1 (configuration not stated)	-13.8%[115 µM]
CCCS(=O)(=O)N1CCCC(Cc2noc(-c3cccnc3)n2)C1 (configuration not stated)	3.7%
CN1CCN(C2(CNC(=O)c3ccc([N+](=O)[O-])cc3)CCCCC2)CC1	?
O=C(CCc1ncc(-c2ccccc2)o1)Nc1ccc(N2CCOCC2)cc1N1CCOCC1	11.1%
COc1ccccc1CC(=O)NCc1csc(-c2cccs2)n1	?
COc1ccc(C(=O)Cn2c(Cl)nc3c2c(=O)n(C)c(=O)n3C)cc1	8.5%
O=C(Nc1cccc(C(F)(F)F)c1)c1ccc2snnc2c1	13.6%
Cc1nc(-n2nc(C)c(Cl)c2C)sc1C(=O)N1CCC(C)CC1	2.5%
C=CCNc1nc(-c2ccc(S(=O)(=O)N3CCOCC3)cc2)cs1	?
Cc1ccc(/C=C/C(=O)O)cc1S(=O)(=O)NCc1cccnc1	2.6%
COc1ccc(OC)c(NC(=O)C(C)n2c(=O)c(-c3ccccc3NC(C)=O)nc3ccccc32)c1 (configuration not stated)	-23.8%
Cc1ccc(-c2noc([C@@H]3Cc4nc[nH]c4CN3C(=O)NC(C)C)n2)cc1	?
O=C1NC2(CCN([S+](=O)([O-])c3cccc(C(F)(F)F)c3)CC2)Oc2ccccc21	1.3%
CC(=O)Nc1ccc(NC(=O)CSc2nccn2Cc2ccc3c(c2)OCO3)cc1	-24.9%
CCOC(=O)c1ccc(NC(=O)Cn2c(N3CCc4ccccc4C3)nc(C)cc2=O)cc1	-13.1%
Cc1cccc(C)c1NC(=O)/C(C#N)=C\c1ccc(OC(F)F)cc1	?
CCOc1ccc(S(=O)(=O)c2c(C(=O)c3ccc(CC)cc3)cnc3ccc(C)cc23)cc1	-7.4%
COc1ccccc1CN1CC2(C1)C(=O)N(CCCN1CCCC1=O)C(=O)[C@@H]1C[C@@H](O)CN12	-20.1%
CCN(C(=O)COC(=O)CCC(=O)c1ccccc1)c1c(N)n(Cc2ccccc2)c(=O)[nH]c1=O	28.5%
O=C(Nc1cccnc1)C1(c2cccc(F)c2)CCC1	-9.4%
O=C(O)CNC(=O)C(F)(F)C(F)(F)Cl	28.4%
O=C(c1ccc2c(c1)OC(F)(F)O2)N1CC2(Cc3ccccc3NC2=O)C1	16.4%[115 µM]
COC(=O)c1ccccc1NC(=O)c1nc(S(=O)(=O)Cc2cccc(C)c2)ncc1Cl	-3.0%
Cc1cc(C)cc(NC(=O)Cn2nc3n(c2=O)CCCCC3)c1	9.1%
CCc1cccc(CC)c1NC(=S)Nc1cccc(Cl)c1Cl	-1.6%
Cc1ccc(Cl)cc1NC(=O)c1oc2ccc(S(=O)(=O)N3CCC4(CC3)OCCO4)cc2c1C	-3.5%
CC(C)c1ccc(NC(=O)Nc2csc3c2CCCC3)cc1	-21.5%
COc1ccc(OC)c(CN2CCNc3cc(-c4ccccc4)ncc3C2)c1	-11.8%[86.2 µM]
c1cc(N2CCCCC2)ccc1-c1n[nH]c(C2CCOC2)n1 (configuration not stated)	22.4µM*
O=C(CC[C@@H]1CNC(=O)[C@@H]2C[C@H](NC(=O)Nc3ccsc3)CN12)NCc1ccccc1	-35.1%
CN1CCN(C(=O)c2cnc(N3CCOCC3)c3ccccc23)CC1	15.0%
Cc1nn(Cc2ccc(F)cc2)c(C)c1NC(=O)c1cc(-c2cccs2)on1	4.5%
N[C@@H]1CC[C@H](C(=O)N2CCN(Cc3cccc(C(F)(F)F)c3)CC2)C1	-9.3%
